Screens: PubChem BioAssay, several laboratories
CIT2-GFP yeast = modulators of CIT2-GFP expression in yeast, primary screen, S. cerevisiae, GFP fusion, multiplex flow cytometry, MLPCN library. GFP response vs DMSO, % at 10 µM. actives 0.065% (n = 320,000). S. cerevisiae CIT2-GFP strain, 3 h; 100 means same as DMSO wells;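 active means GFP response relative to DMSO above a set limit, near the screen mean plus 3 SD, cut at about 150% in these data; inconclusive means Fewer than 70 cells measured for a yeast strain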;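 further: ratio of well median GFP fluorescence to mean of DMSO wells on the plate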
LAP4-GFP MLPCN = modulators of LAP4-GFP expression in yeast, primary screen, S. cerevisiae, multiplex flow cytometry, MLPCN library. actives 0.34% (n = 320,000). 3 h; median GFP as percent of DMSO wells. GFP response vs DMSO, % at 10 µM;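 active means GFP response vs DMSO above a set limit, about the screen mean plus 3 SD, cut at about 150% in these data; inconclusive means under 70 cell events counted for the yeast strain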
procasp3 activ = activators of human procaspase-3 D3A mutant, primary screen, biochemical, absorbance, PC-3 D3A mutant, single concentration; activation, % at 8.5 µM; AID 463141, 2010; Caspase-3 (Homo sapiens), P42574; actives 0.11% (n = 330,000); recombinant procaspase-3 D3A, Ac-DEVD-pNA absorbance 405 nm;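 active means activation above the mean of all tested compounds plus 3 SD, cut at about 21% in these data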;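 further: 0% = DMSO alone and 100% = DMSO wells spiked with extra 5 µM PC-3 D3A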
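Technique: 405 nm absorbance of p-nitroaniline, reads at 0 and 120 min; Test system: Procaspase-3 D3A mutant; Incubation: 1 h enzyme-compound preincubation, then 2 h substrate reaction, 25 °C; Repeats: singlicate, each compound tested once; Benchmarks: low control DMSO wells, high control DMSO plus 5 µM PC-3 D3A.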
proCasp7 act = procaspase-7 activators, primary screen, counter-screen for procaspase-3 activator project, biochemical, absorbance, HTS, human; Caspase-7 (Homo sapiens), P55210; recombinant procaspase-7, Ac-DEVD-pNA absorbance 405 nm; D23A/D198A/D206A triple mutant, cannot self-cleave; scale: DMSO 0, 5 µM enzyme 100; activation, % at 8.5 µM; actives 0.093% (n = 330,000); AID 463210, 2010;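 active means percent activation above the screen-wide mean plus 3 SD, cut at about 25% in these data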
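Assay system: Uncleavable procaspase-7 mutant enzyme | Input: 2 µM procaspase-7 mutant as dispensed | Timing: 1 h compound preincubation, 2 h substrate cleavage, 25 °C | Repeats: One well per compound | Control set: DMSO wells as 0%, DMSO with 5 µM added PC-7 as 100% | Technique: Epi-absorbance of released pNA at 405 nm, two timepoints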
AGP1 TOR yeast = modulators of AGP1-GFP expression in yeast TOR pathway, primary screen, cell-based, multiplex flow cytometry, S. cerevisiae, MLPCN library | 3 h; GFP as percent of DMSO wells | GFP response vs DMSO, % at 10 µM | actives 0.02% (n = 320,000) | AID 2066, 2009;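 active means GFP response relative to DMSO above a set limit, near screen average plus 3 SD, cut at about 150% in these data; inconclusive means fewer than 70 cells counted for the yeast strain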;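 further: median GFP channel fluorescence of the gated AGP1 strain per well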
MEP2-GFP yeast = modulators of MEP2-GFP levels in yeast, primary screen, S. cerevisiae, multiplex flow cytometry, MLPCN library | S. cerevisiae MEP2-GFP strain, 3 h; 100% = DMSO control level | GFP response vs DMSO, % at 10 µM | actives 0.51% (n = 330,000) | AID 2016, 2009;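 active means GFP response versus DMSO above a set limit, roughly screen mean plus 3 SD, cut at about 180% in these data; inconclusive means fewer than 70 cells counted for a yeast strain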;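 further: median GFP fluorescence of the barcode-gated MEP2-GFP cells per well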
AHR activator = AHR activators, primary screen, cell-based, luminescence, luciferase reporter, human; Aryl hydrocarbon receptor (Homo sapiens), P35869; AHR-responsive luciferase reporter cells; activation, % at 5 µM; actives 2.5% (n = 320,000); AID 2796, 2010; in the data active means activation above about 47%;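 further: 0% = vehicle wells and 100% = reference agonist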
Target sequence (P35869 whole entry, looked up): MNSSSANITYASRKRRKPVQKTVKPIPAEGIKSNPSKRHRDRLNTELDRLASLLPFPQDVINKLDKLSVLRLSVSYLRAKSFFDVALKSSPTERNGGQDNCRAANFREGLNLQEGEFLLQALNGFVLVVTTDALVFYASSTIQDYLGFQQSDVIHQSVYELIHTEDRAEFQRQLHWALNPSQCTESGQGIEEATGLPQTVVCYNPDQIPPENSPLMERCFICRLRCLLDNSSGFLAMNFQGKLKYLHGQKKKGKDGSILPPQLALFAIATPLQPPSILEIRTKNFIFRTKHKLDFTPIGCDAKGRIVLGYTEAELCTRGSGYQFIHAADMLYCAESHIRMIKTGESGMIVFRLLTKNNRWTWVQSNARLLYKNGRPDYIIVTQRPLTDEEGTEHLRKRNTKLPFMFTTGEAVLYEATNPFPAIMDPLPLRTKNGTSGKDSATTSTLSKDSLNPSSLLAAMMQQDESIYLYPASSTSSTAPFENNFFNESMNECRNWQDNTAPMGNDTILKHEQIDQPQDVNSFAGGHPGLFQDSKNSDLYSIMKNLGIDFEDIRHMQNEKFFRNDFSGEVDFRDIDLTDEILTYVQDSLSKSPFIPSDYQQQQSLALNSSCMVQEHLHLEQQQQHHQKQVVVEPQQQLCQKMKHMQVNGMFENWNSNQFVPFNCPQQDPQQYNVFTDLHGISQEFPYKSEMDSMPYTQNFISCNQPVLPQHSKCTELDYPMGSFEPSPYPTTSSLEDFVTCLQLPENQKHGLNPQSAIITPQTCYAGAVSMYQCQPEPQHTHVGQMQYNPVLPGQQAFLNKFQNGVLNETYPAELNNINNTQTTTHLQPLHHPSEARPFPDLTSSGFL
RPL19A-GFP yeast = RPL19A-GFP expression modulators in yeast, primary screen, cell-based, S. cerevisiae, multiplex flow cytometry, MLPCN | S. cerevisiae RPL19A-GFP strain, 3 h; active compounds read low | percent response vs DMSO, % at 10 µM | actives 0.3% (n = 330,000);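 active means percent response vs DMSO below 50%; inconclusive means fewer than 70 events counted for the yeast strain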;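 further: median channel GFP fluorescence of the barcoded RPL19A-GFP strain; ratio of sample median GFP to plate DMSO average so 100% = DMSO; lower means less RPL19A-GFP as with rapamycin TOR inhibition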
The depositor's hits bear a star; ? = inconclusive; nt = not tested or not shown; [ ] = dose if it differs, or a comment.

Order of results: AHR activator | AGP1 TOR yeast | CIT2-GFP yeast | RPL19A-GFP yeast | proCasp7 act | procasp3 activ | MEP2-GFP yeast | LAP4-GFP MLPCN
- c1cncc(CSc2ccc(-c3cccnc3)nn2)c1
 : 21 | 100 | 104 | 98 | 0 | 3 | 105 | 107
- Cc1ccc(OC(=O)C2c3ccccc3Oc3ccccc32)cc1C
 : 0 | 100 | 108 | 103 | -1 | -3 | 105 | 95
- COc1ccc(CNC(=O)CC2C[C@H](C(=O)N3CCOCC3)[C@@]3(C)c4[nH]c5ccccc5c4CCN3C2=O)cc1OC (some centres not stated)
 : -1 | 91 | 93 | 91 | 14 | 9 | 93 | 87
- Cc1ccc(N2C(=O)C(CC(=O)Nc3cccc(F)c3)N(C3CC3)C2=O)cc1 (configuration not stated)
 : 1 | 107 | 124 | 102 | 1 | 6 | 96 | 106
- c1ccc(-n2cnc3cc(NCc4cccs4)ccc32)cc1
 : -7 | 99 | 92 | 99 | -1 | -3 | 104 | 103
- COc1ccccc1NC(=O)C1CCCN(C(=O)NCc2ccccc2)C1 (configuration not stated)
 : -1 | 94 | 92 | 97 | -3 | 3 | 98 | 91
- COc1ccc(OC)c(/C=C/C(=O)OCC(=O)Nc2nnc(-c3ccccc3)o2)c1
 : 2 | 95 | 88 | 94 | 4 | -2 | 98 | 101
- O=C(Cc1c(F)cccc1Cl)OCC(=O)c1ccc[nH]1
 : -2 | 94 | 90 | 94 | -2 | 9 | 97 | 101
- CC(=O)c1ccc(S(=O)(=O)N(CCCO)Cc2cc3cc(C)ccc3[nH]c2=O)cc1
 : 7 | 97 | 99 | 100 | 3 | 2 | 107 | 98
- CC1CCC(CN2CCN=C2Nc2ccccc2)CC1 (configuration not stated)
 : 3 | 78 | 65 | 93 | 2 | -1 | 99 | 108
- COc1cccc2cc(C(=O)OCC(=O)NC3CCCC(C)C3C)c(=O)oc12 (configuration not stated)
 : 2 | 100 | 97 | 99 | -2 | 9 | 101 | 96
- O=C(N/C(=C/c1ccco1)C(=O)N1CCOCC1)c1ccccc1Br
 : 0 | 103 | 103 | 101 | -5 | -1 | 101 | 106
- CC1CC(C)CN(c2nc3c(c(=O)n(C)c(=O)n3C)n2CCSc2ncccn2)C1 (configuration not stated)
 : 1 | 105 | 103 | 100 | 0 | 3 | 102 | 104
- Cc1cccc(OC(C)C(=O)Nc2ccccc2C(=O)N2CCCCC2)c1 (configuration not stated)
 : 0 | 106 | 102 | 103 | 2 | 2 | 97 | 98
- COc1ccc(C(CNC(=O)c2ccc(OCc3c(C)noc3C)cc2)N2CCCC2)cc1 (configuration not stated)
 : -1 | 105 | 103 | 95 | 6 | 7 | 107 | 102
- CC(=O)c1cc(CN2CCN(C(C)C)C(CCO)C2)cs1 (configuration not stated)
 : 0 | 110 | 102 | 100 | 4 | 6 | 108 | 106
- O=C(COC(=O)[C@H](Cc1ccccc1)NS(=O)(=O)c1ccccc1F)NC1CCCCC1
 : 0 | 96 | 122 | 99 | -1 | 7 | 99 | 82
- NC1=NS(=O)(=O)NC1c1ccc(Cl)cc1 (configuration not stated)
 : 1 | 96 | 91 | 95 | 5 | -9 | 94 | 92
- O=C(O)c1ccccc1S(=O)(=O)NCC(O)COc1ccc(Br)cc1 (configuration not stated)
 : 0 | 106 | nt | 102 | 3 | 6 | 104 | 102
- COc1ccccc1C(=O)COC(=O)C(NC(=O)Cc1ccccc1)C(C)C (configuration not stated)
 : 2 | 102 | 92 | 94 | 1 | 0 | 100 | 113
- CCCOC(=O)c1c(NC(=O)c2cnn3c2NC(c2ccccc2)CC3C(F)(F)F)sc2c1CCCC2 (configuration not stated)
 : 5 | 99 | 96 | 104 | 4 | 5 | 87 | 97
- O=C(O)CCCCCNCc1c(Cl)cccc1Cl
 : 0 | 100 | 89 | 95 | 7 | 6 | 96 | 89
- COc1ccc(Br)cc1/C=C/C(=O)Nc1ccc(C)cc1
 : 47 | 14[may fluoresce violet] | ? | 95[may fluoresce violet] | -7 | -6 | 95[may fluoresce violet] | 99[may fluoresce violet]
- O=C(Nc1cccc(C(F)(F)F)c1)c1cccnc1N1CCOCC1
 : 2 | 103 | 101 | 102 | 6 | 3 | 107 | 99
- COc1cc(NC(=O)CCNS(=O)(=O)c2ccc3c(c2)CCC(=O)N3)cc(OC)c1
 : 0 | 97 | 111 | 102 | 0 | 4 | 106 | 95
- O=C(Cn1cnnn1)OCC(=O)c1ccc(Cl)s1
 : 1 | 101 | 97 | 98 | -1 | -5 | 96 | 104
- CCOC(=O)C1CCCN(C(=O)CSc2ccc(NC(C)=O)cc2)C1 (configuration not stated)
 : 3 | 109 | 99 | 104 | -11 | 2 | 98 | 110
- CC(=O)Nc1ccc(NC(=O)c2sc(-c3ccccc3)nc2C)cc1
 : 2 | 103 | 107 | 99 | 5 | 4 | 140 | 111
- Cc1nn(C(=O)CCCC(=O)NCc2ccccc2)c2ccccc12
 : 0 | 96 | 102 | 102 | 0 | 0 | 113 | 99
- COc1ccc(NC(=O)CN2C(=O)COc3ccc(S(=O)(=O)N4CCOCC4)cc32)cc1
 : 2 | 98 | 99 | 97 | -7 | 9 | 100 | 106
- COc1nc(NCCN2CCOCC2)nc(Nc2ccccc2)n1
 : 19 | 117 | 111 | 110 | 2 | -3 | 101 | 108
- Cc1nonc1CN(C)C(=O)CC1C(=O)NCCN1Cc1cccc(C(F)(F)F)c1 (configuration not stated)
 : 2 | 102 | 93 | 96 | 3 | 2 | 97 | 103
- O=C1C2CCCCC2C(=O)N1c1nccs1 (configuration not stated)
 : nt | 106 | 101 | 104 | nt | nt | 105 | 98
- CCC(C)NC(=O)CN1C(=O)NC2NC(=O)NC21 (configuration not stated)
 : 3 | 99 | 92 | 98 | 9 | -7 | 103 | 97
- CC(C)n1c(SCC(=O)NCc2ccco2)nc2c1c(=O)n(C)c(=O)n2C
 : 1 | 105 | 101 | 100 | 14 | -2 | 107 | 101
- COc1cccc(N=C(N)N=C(N)N)c1
 : 3 | 102 | 91 | 101 | 2 | -6 | 98 | 106
- N#C/C(=N/Nc1ccc(OC(F)(F)F)cc1)C(N)=S
 : 54* | nt | nt | 93 | -53 | -63 | 96 | nt
- N#C[C@H]1C2OC2c2ccccc2N1C(=O)c1ccccc1 (some centres not stated)
 : 7 | 112 | 107 | 107 | 2 | 18 | 106 | 111
- COc1ccc(CN2CCOCC2)c(C)c1C
 : -3 | 113 | 107 | 104 | 2 | 0 | 99 | 98
- COc1ccc(C(=O)Nc2c3c(nn2-c2cccc(Cl)c2)CS(=O)C3)cc1 (configuration not stated)
 : 11 | 100 | 102 | 99 | 14 | 4 | 92 | 97
- COc1ccccc1CNC(=O)COC(=O)Cc1ccc(F)cc1
 : -1 | 93 | 92 | 97 | -6 | 1 | 100 | 104
- Cc1ccc(C(=O)COc2ccccc2N2C(=O)c3ccccc3C2=O)cc1
 : 1 | 99 | 105 | 103 | 5 | 0 | 100 | 91
- COc1ccc(N2C(=O)CC(Sc3n[nH]c(-c4ccccc4)n3)C2=O)cc1 (configuration not stated)
 : 0 | 99 | 97 | 95 | -29 | -23 | 88 | 135
- COc1cccc(COc2ccccc2C2Nc3ccc(Br)cc3C(=O)N2NC(=O)c2ccncc2)c1 (configuration not stated)
 : 52* | 93 | 89 | 92 | 3 | 3 | 95 | 101
- CCCC(=O)Oc1ccc(N(C(=O)CCC)S(=O)(=O)c2cccc([N+](=O)[O-])c2)cc1
 : -3 | 102 | 102 | 105 | -3 | -1 | 106 | 94
- CC1(C)OC(=O)C(=NNc2ccc(Cl)cc2)C(=O)O1
 : -3 | 105 | 95 | 102 | 5 | -7 | 112 | 114
- O=C(CC1Nc2ccccc2NC1=O)c1ccccc1 (configuration not stated)
 : 78* | 101 | 108 | 102 | -1 | -11 | 103 | 104
- Cc1cccc(C)c1NC(=O)CSc1nc2c([nH]1)c(=O)n(C)c(=O)n2C
 : 2 | 105 | 106 | 104 | 11 | -1 | 108 | 103
- CCN1C(=O)/C(=C2\SC(=S)N(NC(=O)c3ccccc3O)C2=O)c2ccccc21
 : 8 | 99 | 90 | 95 | -15 | -10 | 99 | 98
- Cc1ccc(NC(=O)CCc2nc3sc4c(c3c(=O)[nH]2)CCCC4)nc1
 : 5 | 96 | 91 | 94 | 5 | 6 | 98 | 103
- COc1ccc(SC[C@H](Cc2ccccc2)N2CC[C@@H](NC(=O)OCc3ccccc3)CCC2=O)cc1
 : -1 | 98 | 100 | 98 | 1 | 4 | 88 | 106
- Cn1c(CCN2CCCC2)nc2cc(NS(=O)(=O)c3ccccc3)ccc21
 : 0 | 74 | 92 | 85 | -10 | 10 | 86 | 80
- Cc1ccc(C)c(S(=O)(=O)Nc2ccc(C(=O)N3CCC3)cc2)c1
 : 0 | 114 | 102 | 107 | 7 | 6 | 103 | 109
- N/C(Cc1ccc(Cl)cc1)=N\OC(=O)Cc1ccc([N+](=O)[O-])cc1
 : 0 | 92 | 102 | 104 | 0 | -1 | 127 | 107
- CCOC(=O)c1c(-c2ccc(C)o2)csc1NC(=O)CN1CCOCC1
 : 0 | 97 | 96 | 98 | -4 | -1 | 100 | 104
- O=C(COC(=O)c1cc(=O)[nH]c2ccccc12)NCCc1ccccc1
 : 6 | 110 | 93 | 106 | 5 | 0 | 99 | 122
- COc1ccc(N2CCN(CC(=O)Nc3ccccc3C(=O)NCc3ccccc3)CC2)cc1
 : 3 | 106 | 103 | 101 | -5 | 0 | 104 | 106
- COc1cccc2cc(C(N)=O)/c(=N\NC(=O)c3ccccc3)oc12
 : 9 | 97 | 103 | 105 | 7 | 9 | 109 | 100
- COC(=O)c1ccc(NC(=O)CSc2nnc(C)n2-c2ccccc2)cc1
 : -2 | 102 | 98 | nt | -8 | 3 | 94 | 97
- COc1ccc(C(=O)NC(=S)Nc2ccccc2N2CCN(S(C)(=O)=O)CC2)cc1OC
 : 1 | 105 | 98 | 100 | 4 | 2 | 102 | 105

Reformatted: entries from further up.
| canonical_smiles | AHR activator | AGP1 TOR yeast | CIT2-GFP yeast | RPL19A-GFP yeast | proCasp7 act | procasp3 activ | MEP2-GFP yeast | LAP4-GFP MLPCN |
| --- | --- | --- | --- | --- | --- | --- | --- | --- |
| CCOC(=O)c1c(-c2ccc(C)o2)csc1NC(=O)CN1CCOCC1 | 0 | 97 | 96 | 98 | -4 | -1 | 100 | 104 |
| O=C(COC(=O)c1cc(=O)[nH]c2ccccc12)NCCc1ccccc1 | 6 | 110 | 93 | 106 | 5 | 0 | 99 | 122 |
